MC4R antagonist: MC4R antagonists of cAMP signaling, primary screen, cell-based, TR-FRET, antagonist arm of biased-ligand search; Melanocortin receptor 4 (Homo sapiens), P32245; MC4R-expressing cells, MTII-stimulated cAMP, LANCE TR-FRET; inhibition, % at 6.5 µM; actives 0.48% (n = 360,000); AID 540295, 2011;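 active = inhibition above its plate's cutoff, the mean of tested wells on that plate plus 3 SD, cut at about 29% in these data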;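 also: 0% = Melanotan II alone and 100% = Melanotan II plus saturating MCL0020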
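Assay system: U2OS cells stably expressing human melanocortin 4 receptor (MC4R) / Dosing: 6.5 µM / Timing: compound 30 min, challenge 1 h, detection 1 h / Measured by: Eu-cAMP/anti-cAMP TR-FRET, emission 671 nm / Replicates: singlicate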
N-glyco inh: increase of ERlucT glycosylation luciferase signal, primary screen, N-linked glycosylation inhibitor project, D54 ERlucT cells, luminescence, set 2; D54 ERlucT glycosylation luciferase reporter, 24 h; percent of 100 nM tunicamycin response; actives 0.23% (n = 360,000); AID 588692, 2011; reporter increase, % at 12.5 µM;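 active = mean luciferase reporter signal, scaled so untreated is 0 and the glycosylation-blocking control 100, at or above a set limit in every replicate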;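 also: luciferase carries N-glycosylation sites so blocking glycosylation raises the light; 0% = median of neutral control wells and 100% = median of 100 nM tunicamycin wells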
MC4R ag barr: MC4R agonists recruiting beta-arrestin, primary screen, cell-based, luminescence, agonist arm of biased-ligand search; activation, % at 8.9 µM; U2OS MC4R beta-arrestin complementation; percent of melanotan II response, DMSO zero; Melanocortin receptor 4 (Homo sapiens), P32245; AID 540308, 2011; actives 0.98% (n = 360,000);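 active = activation above a per-plate cutoff, the mean activation of sample wells on that plate plus 3 SD, cut at about 8% in these data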
ABCB6 inh MLPCN: ABCB6 transporter inhibitors, primary screen, K562-ABCB6 cells, flow cytometry, MLPCN library. ATP-binding cassette sub-family B member 6 (Homo sapiens), Q9NP58. K562-ABCB6 porphyrin accumulation, 1 h; stronger effect = lower value. actives 0.19% (n = 360,000). fluorescence ratio to DMSO, % at 10 µM;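 active = fluorescence ratio to DMSO below 75%, the collection mean minus 3 SD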;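 also: signal is porphyrin accumulated inside mitochondria; 100% equals median channel fluorescence of DMSO control wells; lower ratio means ABCB6 inhibition with less porphyrin fluorescence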
Granule exo inh: LAMP-1 surface exposure blockers, TALL-104 cells – cell-based, flow cytometry, MLPCN library, primary screen | TALL-104 LAMP-1 surface exposure; cells stimulated with thapsigargin and PMA | inhibition, % at 10 µM | actives 0.66% (n = 360,000) | AID 651702, 2012;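 active = inhibition above about 55%, limit read from the data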
TLR9-MyD88 block: inhibitors of TLR9-MyD88 association in cells, primary screen, cell-based, CHO, BLA complementation, fluorescence | Toll-like receptor 9 (Homo sapiens) + Myeloid differentiation primary response protein … | CCF4 FRET ratio | inhibition, % at 4.98 µM | actives 0.21% (n = 340,000) | AID 504734, 2011;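 active = inhibition above the mean over all tested compounds plus 3 SD, cut at about 21% in these data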;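 also: 0% = DMSO only wells and 100% = clavulanate BLA inhibitor control wells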
aDG glyco act: activators of alpha-DG glycosylation, primary screen, uHTS, Pro5-aDG cells, AlphaScreen | alpha-DG glycosylation AlphaScreen (IIH6); 0% Pro5, 100% B10-LARGE cell signal | activation, % at 10 µM | actives 0.22% (n = 360,000) | AID 624168, 2012;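 active = activation of at least 8% versus controls, or a plate z-score of at least 8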;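 also: Pro5 are CHO cells carrying HIG-tagged alpha-DG that lacks glycosylation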
NOD2 RIPK2 PPI: NOD2-RIPK2 binding disruptors in cells, primary screen, fluorescence, CHO cells, BLA complementation; Receptor-interacting serine/threonine-protein kinase 2 (Homo sapiens), O43353; CCF4 ratio; inhibition, % at 4.98 µM; actives 0.38% (n = 360,000); in the data active = inhibition above about 21%;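 also: 0% = vehicle only and 100% = reference blocker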
ABHD5 PLIN5 PPI: ABHD5-PLIN5 interaction inhibitors, primary screen, cell lysate, split luciferase complementation, luminescence | Split G. princeps luciferase complementation, 4 h | inhibition, % at 4 µM | actives 0.78% (n = 360,000) | AID 602281, 2012;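 active = inhibition above the mean inhibition across every tested compound plus 3 SD, cut at about 22% in these data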;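 also: 0% = DMSO only wells and the 100% control is not disclosed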
Target sequence (Q00G26 whole entry, looked up): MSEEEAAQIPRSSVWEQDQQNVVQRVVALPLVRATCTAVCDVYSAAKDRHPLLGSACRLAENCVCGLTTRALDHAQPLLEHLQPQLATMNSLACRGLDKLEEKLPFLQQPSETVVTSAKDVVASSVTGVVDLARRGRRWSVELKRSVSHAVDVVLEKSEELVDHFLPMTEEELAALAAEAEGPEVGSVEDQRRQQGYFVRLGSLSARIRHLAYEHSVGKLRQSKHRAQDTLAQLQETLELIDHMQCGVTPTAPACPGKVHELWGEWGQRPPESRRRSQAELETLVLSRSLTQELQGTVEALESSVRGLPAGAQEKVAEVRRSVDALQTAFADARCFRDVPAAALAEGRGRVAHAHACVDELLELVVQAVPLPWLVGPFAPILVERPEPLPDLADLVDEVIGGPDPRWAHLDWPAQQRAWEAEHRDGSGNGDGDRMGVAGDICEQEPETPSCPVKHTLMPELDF
Target sequence (Q8WTS1 whole entry, looked up): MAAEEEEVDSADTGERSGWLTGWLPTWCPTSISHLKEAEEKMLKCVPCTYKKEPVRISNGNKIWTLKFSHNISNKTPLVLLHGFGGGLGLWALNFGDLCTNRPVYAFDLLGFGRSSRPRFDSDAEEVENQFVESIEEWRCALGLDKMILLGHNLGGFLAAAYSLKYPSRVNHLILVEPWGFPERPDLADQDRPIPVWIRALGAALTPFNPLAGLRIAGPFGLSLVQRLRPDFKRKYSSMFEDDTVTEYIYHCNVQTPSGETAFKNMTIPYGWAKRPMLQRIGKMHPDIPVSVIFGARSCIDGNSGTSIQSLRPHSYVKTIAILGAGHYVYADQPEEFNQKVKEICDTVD
Vif imaging: HIV Vif self-association inhibitors, primary screen, imaging, HEK293T, single point | inhibition, % at 7.49 µM | HEK293T cells, Vif self-association by quenched fluorescence, 24 h | AID 602346, 2012 | actives 0.35% (n = 340,000); in the data active = inhibition above about 50%, passing the limit was not always enough; also: some results filed as inactive read as strong as hits
Starred values were filed as active, the others as inactive; / = no result given. An excerpt; the hit share may differ from the screen's.

MC4R antagonist | N-glyco inh | MC4R ag barr | ABCB6 inh MLPCN | Granule exo inh | TLR9-MyD88 block | aDG glyco act | NOD2 RIPK2 PPI | ABHD5 PLIN5 PPI | structure | Vif imaging
-8 | -1 | 1.2 | 104 | -4 | 12 | -0.1 | -7 | 0 | CCOc1ccc2c(C)cc(=O)oc2c1OCC | 10
-2 | 0 | 0.7 | 100 | 0 | -6 | 0.0 | -8 | 11 | Cc1ccc(C)c(NS(=O)(=O)c2cc(C(=O)NCc3ccccn3)ccc2C)c1 | -2
0 | -2 | -1.0 | 110 | -1 | -4 | -0.4 | 6 | -6 | COc1ccc(C(=S)NC2CCCCC2)cc1 | 0
4 | 1 | -2.3 | 94 | 14 | -6 | 0.0 | -3 | -1 | COc1cc(C=O)ccc1OCC(=O)Nc1ccc2c(c1)OCO2 | 3
-1 | 0 | 0.0 | 90 | 1 | -3 | -0.4 | 5 | 4 | O=C(N/N=C/c1ccc(N2CCOCC2)o1)c1cccc(F)c1 | 3
2 | 0 | -0.2 | 98 | -6 | 5 | -0.2 | -3 | -1 | Cc1ccc(NC(=O)CSc2nc3c(c(=O)[nH]2)CN(Cc2ccc(F)cc2)CC3)cc1C | -5
9 | 1 | -1.2 | 96 | -4 | -9 | -0.1 | -3 | -3 | Cc1ccc(OCCSc2nc3ccccc3n2CC(=O)O)c(C(C)C)c1 | -4
1 | 2 | -1.4 | 101 | 3 | 3 | 0.1 | 7 | 2 | Cc1ccc(N2C(=O)N(CC(=O)N3c4ccccc4CC3C)C(=O)C2C)cc1 (stereo unspecified) | -8
-7 | -2 | 0.2 | 92 | 3 | 7 | -0.1 | -2 | 5 | O=C(Cn1c(NCCO)nc2ccccc21)c1ccc(Cl)cc1 | 9
6 | 1 | -1.1 | 103 | 3 | -7 | -0.1 | -5 | 3 | CS(=O)(=O)N1CCCC(C(=O)NCc2ccccc2Cl)C1 (stereo unspecified) | -15
8 | 5 | -2.4 | 99 | -5 | 1 | 0.2 | -4 | 1 | COc1ccc(C(=O)OCc2c(C)noc2C)cc1 | -2
-2 | 1 | 0.5 | 99 | -1 | 1 | 1.1 | -7 | 2 | O=C1CN(C(=O)COC(=O)c2oc3ccccc3c2COc2ccccc2)c2ccccc2N1 | 2
1 | 3 | -1.8 | 91 | -3 | -1 | -0.1 | 0 | -9 | CS(=O)(=O)N1CCC(C(=O)NCc2ccncc2)CC1 | 15
-1 | 0 | 7.5 | 96 | 2 | 2 | 0.2 | -6 | 4 | Cc1ccc(C(=O)CSc2nnc(CNc3ccc(C)cc3C)o2)cc1 | -2
17 | -2 | 1.4 | 97 | 69* | -2 | 0.0 | -10 | 2 | COC(=O)C1C(c2ccccc2)C(C(=O)OCc2ccco2)C1c1ccccc1 (stereo unspecified) | -6
2 | -1 | -0.4 | 102 | 2 | -1 | -0.3 | 4 | -7 | CCCCNC(=O)CNC(=S)N(Cc1ccccc1)Cc1cccnc1 | -1

Some of these compounds in order of the MC4R antagonist value, low to high:
MC4R antagonist | N-glyco inh | MC4R ag barr | ABCB6 inh MLPCN | Granule exo inh | TLR9-MyD88 block | aDG glyco act | NOD2 RIPK2 PPI | ABHD5 PLIN5 PPI | structure | Vif imaging
-7 | -2 | 0.2 | 92 | 3 | 7 | -0.1 | -2 | 5 | O=C(Cn1c(NCCO)nc2ccccc21)c1ccc(Cl)cc1 | 9
-1 | 0 | 7.5 | 96 | 2 | 2 | 0.2 | -6 | 4 | Cc1ccc(C(=O)CSc2nnc(CNc3ccc(C)cc3C)o2)cc1 | -2
17 | -2 | 1.4 | 97 | 69* | -2 | 0.0 | -10 | 2 | COC(=O)C1C(c2ccccc2)C(C(=O)OCc2ccco2)C1c1ccccc1 (stereo unspecified) | -6

Later entries.
MC4R antagonist | N-glyco inh | MC4R ag barr | ABCB6 inh MLPCN | Granule exo inh | TLR9-MyD88 block | aDG glyco act | NOD2 RIPK2 PPI | ABHD5 PLIN5 PPI | structure | Vif imaging
14 | 3 | 1.4 | 99 | 0 | -5 | -0.1 | -5 | 4 | Cc1cc(=O)n2nc(N3CCCC(C(=O)NCc4cccc(Br)c4)C3)sc2n1 (stereo unspecified) | -4
-10 | -1 | -2.3 | 100 | -1 | 1 | -0.1 | -2 | -2 | NS(=O)(=O)c1cccc(NC(=O)c2cncc(Br)c2)c1 | -4
2 | 1 | -0.3 | 91 | -2 | 8 | 0.0 | -6 | -7 | CCC(CC)c1nnc(NC(=O)CS(=O)(=O)Cc2ccccc2)s1 | 3
2 | 1 | 5.0 | 100 | 1 | -6 | 0.1 | -4 | 2 | COC(=O)Nc1nnc(Cc2ccc(OC)cc2)s1 | -6
8 | -11 | -2.2 | 101 | 53 | -6 | 0.0 | 1 | 7 | COC(=O)COc1ccc(/C=N/NC(=O)CN(c2ccccc2OC)S(=O)(=O)c2ccccc2)cc1 | 57*
2 | 1 | -1.4 | 102 | -7 | 2 | -0.5 | -3 | -7 | O=C(Nc1ccccc1C(=O)NCC1CCCO1)c1ccccc1 (stereo unspecified) | 19
1 | 1 | -4.3 | 95 | 2 | -3 | 0.0 | -8 | 2 | COc1ccc(C(=O)N/C(=C\c2cn(S(=O)(=O)N(C)C)c3ccccc23)C(=O)NCCCN2CCOCC2)cc1 | 0
8 | 0 | -1.5 | 79 | 5 | 8 | 0.1 | 1 | -9 | NS(=O)(=O)c1ccc(CCNC(=O)CN2CCN(Cc3cccc(C(F)(F)F)c3)CC2)cc1 | -11
5 | 1 | 0.8 | 94 | 0 | 3 | 0.0 | 7 | 0 | Cc1cccc(NC(=O)CCN2CCC(C)CC2)c1 | -3
-10 | 4 | 0.0 | 100 | -4 | 10 | -0.5 | -8 | -3 | N/C(=N\N=C\c1ccco1)SC1CC(=O)N(c2ccc(C(=O)O)cc2)C1=O (stereo unspecified) | 9
-2 | -1 | -0.5 | 97 | 1 | 13 | 0.1 | 16 | -2 | NC(=O)c1ccc(NS(=O)(=O)c2ccc(S(=O)(=O)N3CCCC3)cc2)cc1 | 21
2 | -5 | 1.3 | 95 | 20 | 4 | -0.1 | 3 | 9 | COc1ccc(C=O)cc1CN1CCCN(Cc2ccccc2F)S1(=O)=O | -1
19 | 0 | 2.7 | 93 | -12 | -3 | 2.1 | -12 | 8 | C/C=C/c1ccc(OCC(=O)Nc2cc(OC)c(OC)c(OC)c2)c(OC)c1 | -15
14 | -1 | 0.7 | 96 | 5 | 2 | -0.2 | 15 | -3 | CN(C(=O)c1cccc(NC(=O)Cc2cccc(NC(=O)C3CCN(C(=O)C4CCC4)CC3)c2)c1)C1CCC1 | -3
/ | / | / | 99 | 0 | / | 0.1 | -3 | 5 | CCOC(=O)[C@]12CCC=C1N(Cc1ccco1)C(=O)[C@H](CC(=O)NCCCN1CCCC1=O)C2 | /
-4 | -1 | 0.9 | 91 | 0 | 1 | 0.0 | -18 | -2 | O=C(N/N=C/c1cn(Cc2ccccc2)c2ccccc12)c1cc(O)cc(O)c1 | -7
4 | 3 | -0.9 | 97 | 0 | -10 | 0.2 | -8 | 0 | CCOC(=O)C1=C(C)N(CCCCCC(=O)O)C(=O)NC1c1ccccc1Cl (stereo unspecified) | 4
-2 | 1 | -2.0 | 137 | 5 | -6 | -0.2 | 2 | -6 | Cc1sc2nc(COC(=O)c3ccc(N4CCCC4)c([N+](=O)[O-])c3)[nH]c(=O)c2c1C | 1
/ | / | / | / | -12 | / | -0.3 | -14 | 1 | COc1ccc(C2=Nc3ccccc3N(C(=O)c3ccc(C(F)(F)F)cc3)C2C(=O)NCc2ccccc2)cc1 (stereo unspecified) | /
12 | 5 | -0.2 | 97 | -1 | -2 | 0.3 | -49 | -2 | O=C(Cn1cnc2c(cnn2-c2ccccc2)c1=O)Nc1ccc(S(=O)(=O)N2CCOCC2)cc1 | 0
4 | 0 | 1.6 | 98 | -6 | / | 0.0 | 1 | -7 | COc1cccc(C(C)(O)c2nc(-c3ccc(C)c(C)c3)cs2)c1 (stereo unspecified) | -6
6 | -3 | -1.0 | 106 | -3 | -6 | -0.4 | 0 | 15 | COc1ccc(N2CCN(C(=O)c3cc4c(=O)n(Cc5ccccc5)ccc4nc3C)CC2)cc1 | 5
-3 | -1 | -0.5 | 97 | 2 | -10 | 0.2 | -18 | 12 | COc1ccc(S(=O)(=O)N2CCCCC2)cc1NC(=O)C1CC1C (stereo unspecified) | 31
-3 | 2 | -2.1 | 104 | -10 | 10 | 0.1 | -3 | 1 | COc1ccc2oc(C(=O)OCC(=O)Nc3ccccc3)c(C)c2c1 | /
-6 | -1 | -4.3 | 100 | -3 | 1 | -0.1 | -4 | -6 | CC(OC(=O)C12CC3CC(CC(O)(C3)C1)C2)C(N)=O (stereo unspecified) | 23
23 | -4 | 0.2 | 95 | -3 | 2 | -0.3 | 0 | -1 | Cc1nc2ccc(NC(=S)N3CCC(C)CC3)cc2nc1C | -11
1 | 3 | 0.1 | 103 | -12 | -13 | 0.1 | -1 | -2 | COc1ccc(NC2CCCN(C(=O)c3csc(C(C)C)n3)C2)cc1OC (stereo unspecified) | -9
-6 | 4 | 0.3 | 94 | -2 | -1 | -0.3 | -7 | 5 | Cn1c2ccccc2c2cc(/C=C(\NC(=O)c3ccccc3)C(=O)NCC(=O)O)ccc21 | -3
9 | 2 | 0.8 | 104 | 0 | 1 | 0.0 | 2 | 1 | COc1ccc(/C=C(\NC(=O)c2ccc(C)cc2)C(=O)N2CCCCC2)cc1 | -8
-1 | 2 | 5.4 | 101 | 0 | 1 | -0.4 | -12 | -3 | Cc1nn(C(=O)c2ccco2)c(C)c1Sc1ccccc1 | -1
14 | -23 | -0.1 | 98 | -10 | -10 | 0.2 | -5 | -12 | Cc1ccc(C(=O)Nc2ncc([N+](=O)[O-])s2)cc1 | -4
3 | -1 | -0.3 | 100 | 4 | -7 | 0.1 | -7 | 0 | O=C(c1cn(-c2ccccc2)nc1-c1ccc(Cl)cc1)N1CCOCC1 | 8

Screens: PubChem BioAssay, several laboratories
